# Source: PubChem BioAssay
# yeast mlh1 rad18: NCI yeast anticancer drug screen, S. cerevisiae mlh1 rad18 strain | AID 175 | 79,000 compounds, 11% hits | % growth inhibition at 50 µM;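 also: 0% = growth of vehicle-only cultures of the same strain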
#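 Yeast w/ defined DNA-repair lesions; compound exposure; growth vs vehicle controls → % inhibition.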
# yeast bub3: NCI yeast anticancer drug screen, S. cerevisiae bub3 mutant strain; % growth inhibition at 50 µM; 78,000 compounds, 9.9% hits; AID 167;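 also: 0% = growth of vehicle-only cultures of the same strain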
#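 Steps: expose the mutant yeast strain to compound; grow alongside vehicle-treated cultures; measure growth; express inhibition against the vehicle cultures.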
# sgs1 mgt1: NCI yeast anticancer drug screen, S. cerevisiae sgs1 mgt1 strain. % growth inhibition at 50 µM. 78,000 compounds, 10% hits. AID 161;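 also: 0% = growth of vehicle-only cultures of the same strain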
#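 Test agents were incubated with a DNA-repair-mutant yeast strain. Growth was then read and compared against vehicle-treated controls.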
# yeast rad50: NCI yeast anticancer drug screen, S. cerevisiae rad50 strain; growth inhibition, % at 50 µM; 79,000 compounds, 10% hits; AID 155;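 also: 0% = growth of vehicle-only cultures of the same strain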
#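 Growth of the mutant yeast was measured after compound exposure and referenced to vehicle-treated cultures.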
# yeast cln2 rad14: NCI yeast anticancer drug screen, S. cerevisiae cln2 rad14 strain. % growth inhibition at 50 µM. 78,000 compounds, 8.3% hits;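 also: 0% = growth of vehicle-only cultures of the same strain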
#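 Relative to vehicle controls, growth inhibition of compound-treated cln2 rad14 yeast was recorded.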
# mec2-1: NCI yeast anticancer drug screen, S. cerevisiae mec2-1 strain; growth inhibition, % at 50 µM; 79,000 compounds, 9% hits;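 also: 0% = growth of vehicle-only cultures of the same strain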
#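 Mutant yeast (mec2-1) grown with compound; growth inhibition relative to vehicle control reported.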
# Starred values were filed as active, the others as inactive; x = not tested or not shown; & = joins results of further samples. Rule as the data show it: active = growth inhibition above about 70%; inactive = the rest.
SMILES,yeast mlh1 rad18,yeast bub3,sgs1 mgt1,yeast rad50,yeast cln2 rad14,mec2-1
COc1ccc(C(=O)CCCC(=O)O)cc1,16,4,24,8,8,-3
CCOc1ccc(NC(=O)c2cccc(C(=O)Nc3ccc(OCC)cc3)c2)cc1,-1,-5,-8,-14,-21,-12
O=c1[nH]c(=O)n(C2CC(O)C(COP(=O)(OCC(Cl)(Cl)Cl)OCC(Cl)(Cl)Cl)O2)cc1F (centres undefined),8,0,20,-24,13,8
CCOC(Cn1ncc(C#N)c1N)OCC,6,-6,-26,-14,-16,-8
COC(=O)C(C)Oc1ccc(OC#N)cc1 (centres undefined),24,6,9,-21,-3,-14
COC(=O)/C(C#N)=C1\NC(=O)CC(c2ccccc2)C1C#N (centres undefined),-17,-1,9,-25,-1,-27
COc1ccc(C2=C(c3ccccc3)c3c(OC)cc(OC)cc3OC2)cc1,-4,-8,-10,-10,-24,-4
CCOC(=O)/C(=C/c1cn(C(C)=O)c2ccccc12)P(C)(=O)OCC (centres undefined),22,54,56,33,40,52
CC(=O)Nc1c(Cl)cccc1[N+](=O)[O-],6,-6,-5,-25,-26,-19
CC(SC(C)C(=O)N/N=C/C=C\c1ccccc1)C(=O)N/N=C\C=C\c1ccccc1 (centres undefined),34,4,1,15,8,5
Cc1ccc(S(=O)(=O)Nc2ccccc2SSc2ccccc2NS(=O)(=O)c2ccc(C)cc2)cc1,60,60,61,58,69,64
C=CCc1ccc(OC(=O)Nc2ccccc2)c(OC)c1,23,34,31,56,14,25
O=C(c1ccc(F)cc1)c1c[nH]c(=O)[nH]c1=O,-33,3,-8,0,-7,-18
O=C1NC2OCC(O)C(O)C2O1 (centres undefined),6,22,-4,5,12,10
COC1CCC2(C)C(CCC3C4CCC(OC(C)=O)C4(C)CCC32)O1 (centres undefined),-15,-2,-9,2,-7,-10
CC(=O)NNc1nc(C)c(C(/C=C/c2ccccc2O)=N/NC(=O)c2ccncc2)s1,22,18,16,7,27,6
CC(C)NCCCC(C)Nc1ccnc2ccc3nn(C)nc3c12 (centres undefined),18,17,-4,6,17,-15
O/N=C(/CCc1ccccc1)c1ccccc1,97*,96*,97*,97*,93*,97*
C=CCOCC(C)OC(=O)C(C)C (centres undefined),63,12,18,56,49,-7
Cc1cccc2c(SCCCCCCSc3c4ccccc4nc4c(C)cccc34)c3ccccc3nc12,7,-3,-27,-2,-22,-8
CCOC(=O)c1c[nH]c(=S)n(C)c1=O,2,0,-7,-7,-14,-10
CCc1nc(N)nc(N)c1-c1ccc(Cl)c(NC(C)=O)c1,2,7,-8,9,10,-4
CN(C)CCCN,2,6,3,-11,-31,-4
CC1=NN(C(=O)CC(=O)Nc2ccccc2Cl)C(=O)C1N=Nc1ccc(C(=O)O)cc1 (centres undefined),18,-6,7,-3,-10,-7
COc1ccc(Nc2ccc([N+](=O)[O-])cc2[N+](=O)[O-])cc1,-1,54,43,43,-4,-3

# The list goes on:
SMILES,yeast mlh1 rad18,yeast bub3,sgs1 mgt1,yeast rad50,yeast cln2 rad14,mec2-1
COC(=O)c1cc(-c2ccc(C)cc2)c2c(=O)n(-c3ccccc3)[nH]c2n1,86*,93*,51,73*,95*,95*
Cc1ccc(N/N=c2\c3nc4ccccc4nc2n(-c2ccccc2C)c(=S)n3-c2ccc(C)cc2)cc1,-30,1,1,-20,-19,-14
CC1(C)N=C(N)N=C(N)N1c1cccc(OCCCC#N)c1,11,6,32,-2,0,27
COc1ccccc1NC(=O)/C(=C/n1c(=S)[nH]c2ccccc21)C(C)=O,-21,4,-26,-14,0,-27
CCOC(=O)c1c(C)nc(C)c(C(=O)OCC)c1-c1ccnc2ccccc12,5,-4,17,1,-13,-16
COC(=O)[C@H](Cc1ccc(OC(C)(C)C)cc1)N[C@H](C)C(=O)N[C@@H](Cc1ccccc1)C(=O)OCc1ccccc1,57,62,50,35,67,35
C(=C\c1cccc2ccccc12)/c1ccncc1,99*,98*,99*,99*,99*,99*
CN(C)CC1CCC/C(=C\c2ccc(N(C)C)cc2)C1=O (centres undefined),-34,6,-10,-19,12,-45
CCOC(=O)c1ccc(NS(=O)(=O)c2c(C)cc(C)cc2C)cc1,17,47,16,20,25,10
O=C(NNC(=O)c1ccccc1F)c1ccccc1F,-14,-8,-7,-16,13,-37
CCOC1(COP(=O)(OCc2ccccc2)OCc2ccccc2)COC(COP(=O)(OCc2ccccc2)OCc2ccccc2)(OCC)CO1 (centres undefined),-23,-4,-16,-30,2,-26
COc1cc(OC)c(OC)cc1/C=N/N=C(\N)NO,-10,-13,-2,-12,3,0
Nc1cc(S(=O)(=O)O)nc(N)[n+]1[O-],3,-13,2,2,-36,-2
O=C(O)Cc1ccccc1O,-8,-53,-52,-23,14,-33
CC(=O)c1cccc(NC(=O)/C(=N\NC(=S)NN)C2C(=O)Nc3ccccc3S2=O)c1 (centres undefined),-10,-2,-13,-4,-4,-42
Cc1cc[n+](C(C)CCC(C)[n+]2ccc(C)cc2)cc1 (centres undefined),12,14,42,25,27,20
COC(=O)C1=[N+]([O-])OC(C(=O)OC)C1c1ccc(OC)cc1 (centres undefined),13,0,9,11,26,11
O=C1NC(=S)SC1=C1CCCCC1,28,38,42,23,35,42
O=C(O)CCC(=O)N1CCOCC1,4&22,6&-5,1&-9,5&-7,-17&-38,-4&-10
O=C1OCCc2c1[nH]c1ccccc21,18,14,6,13,23,11
S=C1CC(c2ccccc2)Sc2ccccc2N1 (centres undefined),-26,30,14,-1,2,2
Cc1ccccc1/C=C/C(=O)O,-13,-24,0,0,-14,-10
BrC(Br)(Br)Br,57,27,32,74*,-20,13
CS(=O)(=O)CC(O)c1ccccc1 (centres undefined),-21,7,3,5,-13,-3
CCOC(=O)c1c(SCCN2CCOCC2)n(-c2ccccc2)c(=S)n(-c2ccccc2)c1=O,4,-30,-3,-18,19,-6

# 14 compounds out of the list, ordered by count of non-hydrogen atoms, descending:
SMILES,yeast mlh1 rad18,yeast bub3,sgs1 mgt1,yeast rad50,yeast cln2 rad14,mec2-1
COC(=O)[C@H](Cc1ccc(OC(C)(C)C)cc1)N[C@H](C)C(=O)N[C@@H](Cc1ccccc1)C(=O)OCc1ccccc1,57,62,50,35,67,35
CCOC(=O)c1c(SCCN2CCOCC2)n(-c2ccccc2)c(=S)n(-c2ccccc2)c1=O,4,-30,-3,-18,19,-6
CC(=O)c1cccc(NC(=O)/C(=N\NC(=S)NN)C2C(=O)Nc3ccccc3S2=O)c1 (centres undefined),-10,-2,-13,-4,-4,-42
CCOC(=O)c1c(C)nc(C)c(C(=O)OCC)c1-c1ccnc2ccccc12,5,-4,17,1,-13,-16
COC(=O)c1cc(-c2ccc(C)cc2)c2c(=O)n(-c3ccccc3)[nH]c2n1,86*,93*,51,73*,95*,95*
COc1ccccc1NC(=O)/C(=C/n1c(=S)[nH]c2ccccc21)C(C)=O,-21,4,-26,-14,0,-27
CCOC(=O)c1ccc(NS(=O)(=O)c2c(C)cc(C)cc2C)cc1,17,47,16,20,25,10
CC1(C)N=C(N)N=C(N)N1c1cccc(OCCCC#N)c1,11,6,32,-2,0,27
CN(C)CC1CCC/C(=C\c2ccc(N(C)C)cc2)C1=O (centres undefined),-34,6,-10,-19,12,-45
Cc1cc[n+](C(C)CCC(C)[n+]2ccc(C)cc2)cc1 (centres undefined),12,14,42,25,27,20
COc1cc(OC)c(OC)cc1/C=N/N=C(\N)NO,-10,-13,-2,-12,3,0
S=C1CC(c2ccccc2)Sc2ccccc2N1 (centres undefined),-26,30,14,-1,2,2
Nc1cc(S(=O)(=O)O)nc(N)[n+]1[O-],3,-13,2,2,-36,-2
O=C(O)Cc1ccccc1O,-8,-53,-52,-23,14,-33

# Additional structures follow.
SMILES,yeast mlh1 rad18,yeast bub3,sgs1 mgt1,yeast rad50,yeast cln2 rad14,mec2-1
CCCCCCCCCCCCOc1ccccc1,8,x,x,6,x,-14
CCOC(=O)C(=[N+]=[N-])C(=O)c1ccc2oc(=O)oc2c1,34,36,29,60,15,34
CC(C)(N=NC(C)(C)C1=NCCN1)C1=NCCN1,-1&-26,-41&-5,-1&-13,1&-29,16&2,42&-46
COc1cccc2cc[nH]c12,9,8,-9,0,11,11
NC(CC(=O)O)(Cc1ccccc1)C(=O)O (centres undefined),5,-35,-31,4,20,6
CN1C(=O)OC(C)(c2ccccc2)C1=O (centres undefined),-3,-12,-14,-15,78*,-1
CC(C)c1ccc2c(c1)CC[C@H]1[C@](C)(C#N)CCC[C@]21C,35&10,13&1,-17&1,0&1,-20&-28,-11&-21
S=C(NCc1ccccc1)N1CCC(CCCC2CCN(C(=S)NCc3ccccc3)CC2)CC1,-7,3,-4,-9,6,-32
CCC[CH2][Sn]([CH2]CCC)([O]C(=O)c1cc(F)cc(F)c1)[O][Sn]([CH2]CCC)([CH2]CCC)[O]C(=O)c1cc(F)cc(F)c1,88*,89*,90*,83*,86*,89*
c1ccc(P(CCNCCP(c2ccccc2)c2ccccc2)c2ccccc2)cc1,7,2,9,-16,10,12
Cc1c(C)c(O)c(C)c(C)c1O,11,7,-5,-9,-13,-17
CNC(=O)c1cc(OC)ccc1O,12,-4,-4,-26,-32,-10
CCN1CCN(c2ccc(Nc3ccnc4ccc5nn(C)nc5c34)cc2)CC1,-5,5,-8,4,12,-11
COc1cc(/C=C/C(=O)N[C@@H]2C(=O)N3[C@@H]2SC(C)(C)[C@@H]3C(=O)O)cc(OC)c1OC,-44,-7,-35,-6,10,-18
CC(=O)OCC1OC(Sc2nc(-c3ccc(Cl)cc3)c(C#N)c(=O)n2C2OC(COC(C)=O)C(OC(C)=O)C(OC(C)=O)C2OC(C)=O)C(OC(C)=O)C(OC(C)=O)C1OC(C)=O (centres undefined),-47&3,-8&10,-9&10,7&9,-12&-19,-4&7
COc1ccc(Cl)cc1NC(=O)Nc1cc(C)ccn1,7,20,2,2,11,3
CC1(C)C2CCC(C2)C1OC(=O)c1ccccc1C(=O)O (centres undefined),33,71*,-6,1,76*,13
CSc1nc2ccc(Cl)cc2[nH]1,2,7,22,16,15,0
O=C(Nc1ccccc1Cl)c1ccc(Cl)c(Cl)c1,-18,2,10,-1,30,1
COc1ccc(C2SC(N)=Nc3c2c(C)nn3C(=O)c2ccc(Cl)cc2)cc1OC (centres undefined),-27,16,4,-19,64,14
c1ccc2c[n+](Cc3ccnc4ccccc34)ccc2c1,5,8,-33,24,13,3
c1ccc(C2(c3ccc(C4(c5ccccc5)Oc5ccccc5S4)[nH]3)Oc3ccccc3S2)cc1 (centres undefined),20,-17,-4,20,12,-12
COC/C=C\COC,22,-6,18,3,-2,5
CC(C)(C)n1nc(C2CC2)c(Br)c1NC(=O)c1ccc(Cl)cc1,2,11,23,-4,0,-1
CC12CC3CC(C)(C1)CC(CN=C(N)CS)(C3)C2,99*,99*,100*,99*,99*,100*

# Next part.
SMILES,yeast mlh1 rad18,yeast bub3,sgs1 mgt1,yeast rad50,yeast cln2 rad14,mec2-1
CC1(C)CC2CC(CC(C)(C)C2=O)C1=O,-2,8,-1,-9,5,-11
C=CCOc1cc2c(cc1C(CC)c1ccc(OCc3ccccc3)cc1)OCO2 (centres undefined),-10,1,-3,32,14,5
Cc1cnc(Sc2ncccn2)c([N+](=O)[O-])c1,-18,-31,-2,-7,-28,-15
CCOC(=O)C(Cc1cc(OC)c(OC)c(OC)c1)(C(=O)OCC)C(=O)c1ccccc1,7,3,12,14,0,-3
C/C=C(/CCC1NCCC2c3ccccc3NC12)[Si](C)(C)C (centres undefined),44,6,60,10,0,7
Clc1ccc(-c2csc(NCC3CCCO3)n2)cc1 (centres undefined),62,74*,77*,66,63,39
C/C(=C\c1ccccc1)C(O)C(=O)c1nc2ccc(Cl)cc2[nH]c1=O (centres undefined),7,-14,6,10,26,-15
COc1ccc(N=C2[Se]C(=NC(=O)c3ccccc3)N(c3ccc(OC)cc3)C2=Nc2ccc(OC)cc2)cc1,-8,1,-22,13,-36,-26
N=[N+]=CC(=O)OCC(N)C(=O)O (centres undefined),74*,13,80*,79*,55,82*
CC1=CC(C)(C)NC(=S)N1c1cccc(S(=O)(=O)O)c1,26,0,-7,12,-46,7
C=C(CC)C[C@@H]1C[C@]2(C(=O)OC)c3[nH]c4ccccc4c3CCN2C1=O,82*,48,58,53,63,27
O=C1NC2C=CC1/C=C\C=C/2 (centres undefined),-13,13,-22,-17,4,-7
CC(C)n1c(=O)c2nn3c(=O)n(C(C)C)c(=O)c3nn2c1=O,19,13,17,-15,36,2
Clc1ccccc1NN(Cc1ccccn1)c1ccccc1Cl,71*,88*,59,76*,57,59
Cc1ccccc1S(=O)C(c1ccccc1)c1ccccc1 (centres undefined),-14,-3,13,-7,-6,-24
OC(CNCCc1ccccc1)COc1cccc2ccccc12 (centres undefined),97*,88*,97*,86*,98*,92*
N#CC(NNC(=O)c1ccccc1O)c1c(O)ccc2ccccc12 (centres undefined),52,56,62,74*,41,39
Nc1ccc2ccccc2c1Cc1c(O)ccc2ccccc12,96*,89*,99*,99*,84*,99*
Cc1cc2c(cc1[N+](=O)[O-])OCCO2,9,-3,5,11,-16,4
O=C1c2ccccc2C(=O)c2c1ccc1c3ccccc3n(-c3ccccc3)c21,16,7,18,7,-5,4
